# BCR signal inh – chronic active BCR signaling inhibition; AID 493014; 0.05% of 340,000 active; Potency, µM (titrated, usually from 46.1 µM), for inactives: at the highest dose ratio change, negative = lower green/red ratio, most hits filed as inhibitors; ABC-DLBCL IkBa-CBG/CBR reporter, luminescence ratio, 4 h; active means well fitted inhibition curve with a large enough effect in the signal ratio, with a control signal flat, not every such curve was filed as active; inconclusive means small, poorly fitted or top-dose-only effect, or effect the other way, or a change in a side signal; the % refers to the signal ratio;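 further: potency means the concentration at half of the fitted maximal effect; plate controls were basal doxycycline-induced cells for no effect and cells given 10 µM MG132 for full effect; MG132 reads +100%, hits lower the ratio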
#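 Compounds up to 46 uM were incubated four hours with TMD8 cells whose green CBG68 luciferase is fused to IkappaBalpha; red CBR luminescence normalised the signal, and concentration-effect curves were fitted to fusion, red and ratio data.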
# PKM2 activator – PKM2 (human) enzyme activation. P14618. purified PKM2, Kinase-Glo ATP luminescence, activation; response scale: 0% is enzyme alone, no compound. Potency, µM (series often up to 57.5 µM), for the others: top-dose activation, hits mostly activators. 0.34% of 260,000 active. AID 1631; further: potency means the concentration at half of the fitted maximal effect; on the % scale 0 is the no-effect control and ±100 the full control effect; nearly all actives have a fitted effect of over 55% in size
#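 Kinase-Glo luminescence reports ATP generated from ADP (0.1 mM) and PEP (0.5 mM) by purified hPK-M2 after 1 h at room temperature, pH 7.2 imidazole buffer; intermediate enzyme activity allows detecting inhibitors and activators.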
# Eya2 phos inh – inhibitors of human Eya2 phosphatase activity; Potency, µM (doses to about 76.9 µM), for inactives: at the top dose activity, negative = inhibition, actives largely listed as inhibitors; recombinant Eya2, OMFP fluorescence dephosphorylation (OMFP is methylfluorescein phosphate); 0.006% of 330,000 active; AID 488837; further: potency means the concentration at half of the fitted maximal effect; on the % scale 0 is the no-effect control and ±100 the full control effect
#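 Eya2 (0.2 uM) preincubated 10 min at ambient with compound, then OMFP substrate added at 50 uM; 10 min reaction in 50 mM HEPES pH 7.5, 50 mM NaCl, 5 uM MgCl2, 0.05% BSA, 1 mM DTT. Fluorescence read at Ex 485/Em 525 nm.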
# Mito fusion act – inhibitors of mitochondrial division or activators of mitochondrial fusion | S. cerevisiae fusion-defective mutant growth rescue, CellTiterGlo 48 h | Potency, µM (titrated, usually from 46.1 µM), for inactives: top-dose growth rescue (activation), actives largely listed as activators | 0.23% of 320,000 active | AID 485298;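 further: potency means the concentration at half of the fitted maximal effect; % of control where 0% means no effect; nearly all actives have a fitted effect of over 45% in size; temperature-sensitive fusion mutants such as fzo1-1 at 37 °C on non-fermentable ethanol glycerol medium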
#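 Yeast fusion mutant, YPEG (non-fermentable carbon), compound, 48 h at 37C non-permissive; CellTiterGlo added, 10 min RT, luminescence read. Rescued growth = division inhibition.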
# TSHR antagonist – human thyrotropin receptor antagonism. AID 504810. 0.2% of 330,000 active. activity change, negative = inhibition, % at 11.5 µM. TSHR-expressing cells, TSH-stimulated cAMP HTRF, 2 h; hits give low values;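 active means activity change below a set negative limit, meaning inhibition stronger than a set level, cut at about -70% in these data; inconclusive means activity change between two set negative limits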; further: on the % scale 0 is the no-effect control and ±100 the full control effect
#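 TSHR-expressing cells, 200/well, pre-treated with compound, then stimulated with EC80 TSH (4nM final) for 2 hours at 37 deg C. cAMP measured by competitive HTRF: anti-cAMP cryptate antibody in lysis buffer plus cAMP-d2, read after 30 minutes at room temperature.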
# KCNH2 WT inh – blocks the wildtype human KCNH2 potassium channel; activity change, % at 1.84 µM; Q12809; AID 720551; U2OS, BacMam KCNH2, thallium flux FluxOr; hits give low values; 0.37% of 340,000 active;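 active means maximum activity change below -70%; inconclusive means maximum activity change between -70% and -50%; inactive means maximum activity change above -50%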; further: on the % scale 0 is the no-effect control and ±100 the full control effect
#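 U2OS cells transduced with wild-type KCNH2 virus are loaded with FluxOr dye for 45 min, and thallium flux is measured in kinetic reads before and after stimulation buffer. Rate constants are normalized to DMSO controls.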
# GALK inhibitor – galactokinase (human) inhibition. P51570. Purified GALK, Kinase-Glo residual ATP luminescence. Potency, µM (series often up to 57.5 µM), without a hit: top-dose activity change, negative = inhibition, actives largely listed as inhibitors. 0.007% of 270,000 active; further: potency means the concentration at half of the fitted maximal effect; on the % scale 0 is the no-effect control and ±100 the full control effect
#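 GALK at 5 nM final was combined with compound, 35 uM ATP and 100 uM galactose in HEPES pH8.0 with MgCl2 and DTT. The reaction ran one hour at room temperature before luminescent ATP detection.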
# ASM inhibitor – human S-ASM enzyme inhibition; placental ASM, HMU-PC fluorogenic substrate, 60 min; Potency, µM (top dose mostly 57.5 µM), without a hit: at the top dose activity change, negative = inhibition, most hits filed as inhibitors; P17405; 0.006% of 340,000 active; further: potency means the concentration at half of the fitted maximal effect
#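 HMU-PC0 cleavage (9 uM final) by human placental ASM, 60 min at 37 °C following 10 min compound exposure at RT; stopped at pH 10, fluorescence Ex 386/Em 447 nm.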
# MBNL1 CUG block – inhibitors of human MBNL1 binding to CUG repeat RNA. Q9NR56. TR-FRET MBNL1-His/biotin-(CUG)12 binding, 665/545 ratio. Potency, µM (doses to about 57.5 µM), without a hit: at the highest dose activity change, negative = inhibition, hits mostly inhibitors. 0.036% of 280,000 active. AID 2675; active means well fitted inhibition curve with a large enough effect in the signal ratio, with a control signal flat, not every such curve was filed as active; inconclusive means small, poorly fitted or top-dose-only effect, or effect the other way, or a change in a side signal; inactive means no such curve, though single readings can be large or run the other way; the % refers to the signal ratio; further: potency means the concentration at half of the fitted maximal effect; on the % scale 0 is the no-effect control and ±100 the full control effect
# Target sequence (Q9NR56 whole entry, looked up): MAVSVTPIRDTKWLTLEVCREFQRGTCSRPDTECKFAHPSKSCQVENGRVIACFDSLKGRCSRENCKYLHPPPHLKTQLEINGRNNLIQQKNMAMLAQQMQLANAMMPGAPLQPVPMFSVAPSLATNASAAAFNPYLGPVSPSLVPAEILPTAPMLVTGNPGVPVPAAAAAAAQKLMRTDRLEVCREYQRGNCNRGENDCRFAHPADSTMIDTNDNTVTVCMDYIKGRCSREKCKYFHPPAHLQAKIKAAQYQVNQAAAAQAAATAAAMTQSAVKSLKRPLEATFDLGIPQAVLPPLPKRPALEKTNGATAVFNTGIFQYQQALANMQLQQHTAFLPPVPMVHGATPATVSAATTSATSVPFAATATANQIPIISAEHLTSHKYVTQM
#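 Compound titration spanned 92 nM–58 uM against the MBNL1-His/biotin-(CUG)12 complex. After 60 min at room temperature with 5 nM streptavidin-XL665 and 0.055 ng/ul terbium anti-His, ratiometric 665/545 nm emission (Ex 340 nm) normalized to controls.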
# Menin MLL FP TR – menin-MLL binding inhibition, Texas Red mutant peptide; Menin + Texas Red MLL mutant peptide, fluorescence polarization; AID 1768; O00255; Potency, µM (top dose mostly 61.6 µM), for the others: at the top dose FP activity change, negative = inhibition, actives largely listed as inhibitors; 0.23% of 270,000 active; active means well fitted inhibition curve with a large enough effect in the polarisation, with a control signal flat, not every such curve was filed as active; inconclusive means small, poorly fitted or top-dose-only effect, or effect the other way, or a change in a side signal; inactive means no such curve, though single readings can be large or run the other way; the % refers to the polarisation; further: potency means the concentration at half of the fitted maximal effect; % of control where 0% means no effect; many of its hits are not listed in these tables
# Target sequence (O00255 whole entry, looked up): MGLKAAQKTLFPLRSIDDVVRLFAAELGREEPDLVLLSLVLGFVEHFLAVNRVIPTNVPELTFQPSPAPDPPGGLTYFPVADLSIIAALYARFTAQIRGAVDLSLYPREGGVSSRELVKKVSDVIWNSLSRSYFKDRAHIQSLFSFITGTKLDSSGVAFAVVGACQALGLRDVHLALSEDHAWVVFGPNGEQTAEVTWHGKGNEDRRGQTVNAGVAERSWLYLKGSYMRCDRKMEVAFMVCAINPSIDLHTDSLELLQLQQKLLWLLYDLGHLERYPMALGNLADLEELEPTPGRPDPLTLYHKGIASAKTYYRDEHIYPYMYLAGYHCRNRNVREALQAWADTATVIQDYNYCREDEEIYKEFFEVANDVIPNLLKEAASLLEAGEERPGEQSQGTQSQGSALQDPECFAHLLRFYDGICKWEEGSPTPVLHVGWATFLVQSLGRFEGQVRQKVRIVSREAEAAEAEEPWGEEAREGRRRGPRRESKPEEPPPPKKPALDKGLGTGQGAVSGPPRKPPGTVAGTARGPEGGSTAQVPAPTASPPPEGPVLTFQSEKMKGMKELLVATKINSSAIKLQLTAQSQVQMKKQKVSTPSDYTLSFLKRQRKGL
# USP2a block – blocks human ubiquitin-specific protease USP2a; O75604; USP2 core, Ub-CHOP2 coupled fluorogenic reporter, 485/531; Potency, µM (titrated, usually from 38.3 µM), for inactives: top-dose activity change, negative = inhibition, hits mostly inhibitors; 0.01% of 330,000 active; AID 463254;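 further: potency means the concentration at half of the fitted maximal effect; plate controls were DMSO wells for no effect and full inhibition by NEM control for full effect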
#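 Cell-free coupled assay: 10nM USP2 core preincubated 30min RT with compound in Tris-HCl pH 8.0/CaCl2/CHAPS buffer, then 25nM Ub-CHOP2 and 25nM reporter substrate; fluorescence (Ex 485/Em 531) read after 60min RT, normalized to NEM inhibition, concentration-response curves fitted.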
# * hit, by the source's call; i = inactive; u = inconclusive; x = no result given; [ ] = another dose, or the depositor's remark. Unless noted, the call rests on the fitted dose curve; in most records, active means well fitted curve in the direction sought with a large enough effect; inconclusive means small, poorly fitted or top-dose-only effect, or another doubt; inactive means no such curve, though single readings can be large; an effect the other way counts as inactive or inconclusive.
molecule	BCR signal inh	PKM2 activator	Eya2 phos inh	Mito fusion act	TSHR antagonist	KCNH2 WT inh	GALK inhibitor	ASM inhibitor	MBNL1 CUG block	Menin MLL FP TR	USP2a block
COC(=O)c1ccc(/C=C2/SC(=S)N(CCCC(=O)Nc3ccccn3)C2=O)cc1	u	7.1%	2.4%	-3.9%	-2.4	18.9	0.7%	-3.2%	u	24.4%	-1.2%
O=C(Cc1nnc(NC(=O)Nc2ccc(Cl)cc2)s1)NCc1ccccc1	u	1.0%	0.5%	-2.2%	0.3	5.3	x	-3.1%	-1.0%	u	0.6%
Cc1ccc(Nc2nc(N/N=C/c3c[nH]c4ccccc34)nc(N3CCOCC3)n2)cc1	u	-13.6%	-2.3%	-2.9%	6.4	15.4	-2.1%	x	-2.3%	u	-13.6%
O=C(Nc1ccc(Cl)cc1)Nc1ccon1	u	-2.5%	0.4%	-8.0%	15.7	-10.4	2.9%	-3.7%	-1.5%	x	-11.7%
Cc1cc(C)c2c(N)c(C(=O)Nc3cccc(C)c3C)sc2n1	u	x	-2.3%	7.7%	-8.7	1.5	-0.7%	x	11.0%	u	2.1%
CCN(CC)C(=N)N1c2ccccc2CCC1C (stereo unspecified)	-12.2%	2.4%	10.4%	-0.3%	14.3	-0.6	-0.9%	3.1%	x	-12.7%	-0.5%
O=C(OC1CCOC1=O)c1cc(-c2ccc(Cl)cc2)nc2ccccc12 (stereo unspecified)	5.9%	2.4%	-10.8%	-1.4%	-6.6	2.4	-0.4%	u	12.1%	u	1.6%
COc1ccc(C(=O)Nc2ccccc2C(=O)NCc2cccnc2)cc1	-0.2%	7.4%	-5.0%	1.9%	-1.2	-6.4	-1.4%	2.7%	0.0%	15.1%	1.3%
Cc1ccc2oc3c(SCc4nc5ccccc5[nH]4)nc(C)nc3c2c1	-5.0%	x	-7.9%	x	4.6	x	x	-21.6%	x	x	1.2%
CCSc1nnc(NC(=O)CCCOc2ccc(C)cc2)s1	-10.1%	-0.7%	9.2%	2.6%	-10.7	-4.6	-1.6%	-2.6%	2.0%	8.0%	3.4%
CCN(CC)c1ccc(C(=O)OCC(=O)NC(C)(C)C)cc1	-7.9%	-4.7%	-5.4%	0.8%	-0.2	0.0	5.1%	-0.5%	-9.5%	x	-1.9%
O=C(c1cc(-c2ccc(Cl)cc2)nc2ccccc12)N1CCOCC1	-0.2%	x	0.4%	4.9%	51.8	21.0	x	-3.5%	x	x	0.5%
Cc1ccc(S(=O)(=O)N(CC(=O)Nc2ccccc2C(=O)O)c2cccc(Cl)c2C)cc1	5.9%	9.6%	11.9%	7.1%	-15.4	-1.1	0.4%	13.9%	-24.6%	u	-0.2%
O=C(C[C@H]1C[C@H](C(=O)N2CCOCC2)[C@@]2(CCC3CCCC3)c3[nH]c4ccc(Cl)cc4c3CCN2C1=O)NCCCn1ccnc1	u	x	-11.2%	x	7.2	9.8	x	-8.1%	x	x	0.6%
C=C(C)C(=O)Nc1cccc(C2=NOC3(C2)C[C@@H](C(N)=O)N(C(=O)c2cc([N+](=O)[O-])cc([N+](=O)[O-])c2C)C3)c1 (stereo partly specified)	0.5%	-0.7%	7.8%	-0.4%	-1.5	4.6	-3.7%	-5.0%	u	x	-10.0%
COC(=O)CCC(=O)OC1(C)C(=O)C=C2C=C(C3CC3)N(Cc3ccc4c(c3)OCO4)C=C2C1=O (stereo unspecified)	-1.7%	-3.7%[11.5 µM]	7.9%	25.5%	0.7	-0.1	-1.3%	18.8%	25.7%	-21.7%[11.7 µM]	-0.9%
S=C(NN=C1CCCCCC1)Nc1ccc(Cl)cc1	-17.5%	0.6%	12.4%	-3.2%	8.7	3.9	-2.4%	7.2%	-4.3%	4.1%	-5.4%
CC(C)n1c(=S)[nH]c2cc(C(F)(F)F)ccc21	u	6.9%	-8.7%	-10.5%	-1.8	-2.6	0.1%	-1.6%	-5.1%	x	10.8%
C[C@]12CCC3c4ccc(OCC(=O)O)cc4CCC3C1CCC2=O (stereo partly specified)	8.7%	-3.6%	-21.4%	-4.2%	-3.4	-3.2	3.6%	-1.2%	2.6%	19.3%	4.5%
CSc1ncccc1C(=O)OCC(=O)NC1CCCCC1	-13.7%	x	4.9%	-0.6%	-7.9	8.9	x	3.1%	x	x	1.6%
O=C(Nc1ccc2c(c1)C(=O)NC2=O)c1ccc(S(=O)(=O)N2CCCC2)cc1	2.8%	2.5%	6.8%	0.2%	8.2	1.9	6.3%	61.3%	89.4%[activator]	-22.5%	2.0%
O=C(Nc1ccc(O)cc1)c1cc2ccccc2c(=O)s1	u	-1.5%	6.4%	-0.7%	-0.9	1.0	6.3%	-3.4%	u	u	-2.3%
Cc1cc2nc(/C(C#N)=C\c3ccc(-c4ccccc4C(=O)O)o3)[nH]c2cc1C	-0.4%	0.4%	u	-2.8%	-11.4	-1.5	-21.4%	-11.4%	15.0%	u	8.6%
C=CCn1cc(C(=O)N2CCc3ccccc3C2)c(=O)c2cc(S(=O)(=O)N(CC)CC)ccc21	8.3%	-9.7%	4.4%	x	12.7	-0.1	x	5.1%	1.7%[11.5 µM]	-16.7%	-0.3%
Cc1onc(-c2ccccc2)c1C(=O)NC(CC(=O)O)c1ccc(OC(C)C)cc1 (stereo unspecified)	7.2%	-1.1%	3.3%	2.7%	10.8	7.8	-0.7%	-0.4%	-7.9%	x	2.7%
COC(=O)CSc1nnc(C)n1-c1cccc(C#N)c1	2.6%	-16.3%	-4.2%	-0.4%	4.9	31.2	6.1%	3.4%	-16.6%	6.2%	3.1%
O=c1nc(N2CCOCC2)ccn1-c1nc(-c2ccccc2)oc1-c1ccccc1	u	-6.0%	-13.1%	-0.7%	10.7	2.7	-1.5%	-0.7%	u	-29.0%	0.6%
COc1ccc(N2CC(C(=O)Nc3ncccc3C)CC2=O)cc1 (stereo unspecified)	x	5.0%	x	-4.6%	x	2.6	0.0%	1.8%	4.0%	-5.9%	x
Cc1cccc(C)c1-n1c(C)nn(-c2ncc(C(F)(F)F)cc2Cl)c1=O	u	1.6%	13.5%	3.2%	-6.9	4.0	0.1%	-1.2%	0.5%	-8.7%	-0.4%
CSc1nc(C)cc(OCC#N)n1	-2.0%	-0.3%	-14.8%	5.5%	-6.5	-7.6	3.2%	1.5%	5.5%	-7.0%	1.0%
COc1cccc(NC(=O)C2C3C=CC4(O3)C2C(=O)N(CCN2CCCCC2)C4C(=O)NC2CCCCC2C)c1 (stereo unspecified)	7.8%	-0.8%	8.1%	1.8%	26.0	14.9	-1.1%	1.4%	-1.7%	-25.4%	-2.3%
CCC(C)NS(=O)(=O)c1cc2c3c(c1)CCC(=O)N3CCC2 (stereo unspecified)	6.4%	x	6.1%	-2.3%	10.1	-26.2	0.4%	-2.5%	-5.3%	3.4%	-0.8%
CCCCCCc1cc2cc(C(=O)NCc3ccccc3)c(=N)oc2cc1O	1.5%	3.5%	3.1%	-0.9%	-5.1	5.3	0.6%	i	5.8%	5.5%	0.5%
CC1CCCCC1NS(=O)(=O)c1ccc(S(=O)(=O)N2CCCC2)cc1 (stereo unspecified)	0.1%	-0.3%	4.7%	10.3%	13.4	-10.9	1.3%	-1.6%	-10.8%	8.9%	0.2%
CC(=O)c1c(O)c(C)c(O)c2c1OC1=CC(=O)C(C(C)=O)C(=O)[C@@]12C (stereo partly specified)	7.0%	x	-10.2%	-5.1%	-13.4	3.6	-2.3%	1.3%	5.4%	u	2.2%
Cc1cc(OCC(O)CN)ccc1Cl (stereo unspecified)	-13.5%	-17.0%	2.6%	-8.6%	36.6	-0.5	4.4%	11.3%	-9.2%	-13.0%	-0.2%

# Assay outcomes as filed in PubChem BioAssay.

# These rows are one share of the data. The share of hits here may be higher or lower than overall.
